Source: PubChem
RGS4 block – inhibitors of human RGS4; P49798; HEK293 M3R/RGS4 inducible, Fluo-4 calcium flux; hits give high values; triggered by carbachol at its EC20; B-score at 10 µM; hit rate 0.45% among 310,000; AID 463165;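 active means B-score, a plate-corrected calcium signal, over three deviations above library mean, with baseline fluorescence within five deviations of library mean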;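 further: RGS4 expression induced by doxycycline in cells with stable M3 receptor; B-score is computed from the integrated fluorescence ratio over baseline after carbachol; higher B-score means a larger calcium signal and so more RGS4 inhibition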
Target sequence (P49798 whole entry, looked up): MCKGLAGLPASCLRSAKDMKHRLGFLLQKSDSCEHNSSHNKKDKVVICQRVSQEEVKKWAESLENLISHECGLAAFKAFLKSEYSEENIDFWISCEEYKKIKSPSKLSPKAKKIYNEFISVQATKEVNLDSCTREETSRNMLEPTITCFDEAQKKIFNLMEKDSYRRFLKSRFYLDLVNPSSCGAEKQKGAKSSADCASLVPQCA
TMEM16A act – activates or potentiates the mouse TMEM16A chloride channel; Q8BHY3; HEK293 TMEM16A/YFP-H148Q/I152L, iodide quench fluorescence; hits give low values; B-score at 10 µM; hit rate 0.3% among 340,000;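 active means fluorescence-ratio B-score plate-corrected deviation score at least 3 library SD below zero, with starting fluorescence score within 5 deviations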;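 further: channel opened by trigger with iodide after compound preincubation; score built on the fluorescence ratio of max minus min over baseline; more negative score means more quench and so TMEM16A activation or potentiation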
KCNK9 block – inhibitors of human KCNK9 two-pore domain potassium channel; HEK293 KCNK9, FluxOR thallium flux fluorescence; hits give low values; Q9NPC2; B-score at 10 µM; hit rate 1.2% among 310,000;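 active means ratio B-score over 3 SD below the library mean, with starting fluorescence within 5 SD of its mean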;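 further: negative B-score means less thallium flux so channel inhibition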
RGS4 pot – RGS4 potentiation or activation. hit rate 0.92% among 310,000. HEK293 M3R/inducible RGS4, carbachol calcium flux Fluo4; hits give low values. B-score at 10 µM. AID 463111;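 active means B-score of the integrated calcium signal more than 4 SD below the library mean, with starting fluorescence not abnormally high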;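 further: negative B-score means reduced calcium response which marks RGS4 activation or potentiation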
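Material: Inducible-RGS4 HEK293 cells carrying M3 receptor; also added: carbachol at ECmax as muscarinic agonist stimulus; incubation: compound preincubation 20 min at room temperature before agonist; signal: Fluo4-AM (2 µM) calcium-flux fluorescence, kinetic read; measure: integrated calcium ratio converted to B score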
KCNQ1 pot – potentiates or activates the human KCNQ1 potassium channel; P51787; CHO-K1 KCNQ1, thallium flux FluxOR fluorescence; hits give high values; B-score at 10 µM; hit rate 0.35% among 310,000;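 active means fluorescence ratio B-score, a plate-corrected score, at least three library SD, with initial intensity B-score within 5 SD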
Target sequence (P51787 whole entry, looked up): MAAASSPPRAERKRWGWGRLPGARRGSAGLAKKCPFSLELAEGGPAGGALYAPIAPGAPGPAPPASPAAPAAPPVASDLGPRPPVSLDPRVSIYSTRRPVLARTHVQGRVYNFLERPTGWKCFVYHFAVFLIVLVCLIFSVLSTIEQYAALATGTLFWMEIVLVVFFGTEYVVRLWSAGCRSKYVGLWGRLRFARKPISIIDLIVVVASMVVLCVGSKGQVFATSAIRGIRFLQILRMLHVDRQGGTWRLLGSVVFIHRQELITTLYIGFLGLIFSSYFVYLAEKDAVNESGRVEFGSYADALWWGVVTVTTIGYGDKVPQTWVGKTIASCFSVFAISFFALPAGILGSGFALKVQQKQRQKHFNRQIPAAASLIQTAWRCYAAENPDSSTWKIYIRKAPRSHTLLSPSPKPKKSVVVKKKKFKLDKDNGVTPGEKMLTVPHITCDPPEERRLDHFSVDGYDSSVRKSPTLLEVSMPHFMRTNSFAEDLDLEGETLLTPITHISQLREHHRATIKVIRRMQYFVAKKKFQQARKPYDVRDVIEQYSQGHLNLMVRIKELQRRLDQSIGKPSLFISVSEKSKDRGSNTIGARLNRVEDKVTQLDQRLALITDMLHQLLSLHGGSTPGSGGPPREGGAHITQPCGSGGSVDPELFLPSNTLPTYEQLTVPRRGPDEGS
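Assay system: CHO-K1 cells stably expressing KCNQ1; Medium: assay buffer with matched DMSO; Also added: K+/Tl+ depolarizing stimulus; Dosing: single dose; Timing: dye 90 min, compound 20 min, room temperature; Measured by: kinetic FluxOR thallium fluorescence, 10-s 1-Hz baseline, 110-s post-stimulus read; Read-out: peak-minus-minimum fluorescence over initial fluorescence, negative-control normalized, B-scored.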
HDAC3 inh – inhibitors of human histone deacetylase 3. O15379. recombinant HDAC3, fluorogenic peptide/trypsin coupled, fluorescence. inhibition, % at 8.3 µM. hit rate 0.15% among 320,000. AID 2718; in the data active means inhibition above about 26%, passing the limit was not always enough
KCNK3 inh – human KCNK3 channel inhibition, primary screen; O14649; CHO-KCNK3 thallium flux, FluxOR fluorescence; hits give low values; B-score at 10 µM; hit rate 0.84% among 340,000;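 active means B-score under library mean minus 4 SD, starting fluorescence ratio at most library mean plus 5 SD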;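 further: more negative B-score means stronger inhibition of thallium flux through KCNK3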
ANO1 block – blocks the mouse calcium-activated chloride channel TMEM16A | normalized B-score (activity score, 25-100; higher = stronger inhibition) at 10 µM | AID 588511 | HEK293 TMEM16A/YFP iodide influx fluorescence, ionomycin | hit rate 1.2% among 310,000;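 active means ratio plate-corrected score three or more library SD toward inhibition, starting fluorescence score within five deviations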;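 further: score derived from kinetic fluorescence span divided by baseline fluorescence per well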
hERG rescue – shields human hERG channel from block by proarrhythmic agents. Q12809. hit rate 0.51% among 310,000. AID 1511. activation (rescue from dofetilide block), less the hit threshold, % at 10 µM. CHO-hERG, FluxOR thallium flux, dofetilide IC70 present;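 active means activation above the mean of controls blocked by dofetilide plus 5 SD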;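 further: thallium influx through hERG after potassium depolarization seen as dye fluorescence rise; in these data hits start at about 4.7%; inactives centre near -7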
KCNQ1 inh – blocks the human KCNQ1 potassium channel | P51787 | B-score at 10 µM | CHO-K1 KCNQ1, FluxOR thallium flux fluorescence; hits give high values | AID 2642 | hit rate 1.3% among 310,000;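 active means compounds whose thallium flux B-score, printed positive for inhibition, exceeds three library SD while starting fluorescence stays within three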;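 further: channel opened by potassium depolarization with thallium stimulus after 20 min compound exposure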
SKKanGAS inh – blocks kanamycin growth of S. pyogenes SKKanGAS strain; BacTiter-Glo, 6 h; inhibition, % at 7.5 µM; hit rate 1.3% among 300,000; AID 1662;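 active means mean replicate score, as percent of positive control median, at least 50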;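 further: strain carries kanamycin resistance gene driven by streptokinase promoter and grows in 40 µg/ml kanamycin; loss of luminescence reflects streptokinase promoter inhibition or plain growth inhibition; 0% = median of DMSO wells and 100% = positive control at its reference dose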
* hit, by the source's call; i = inactive; . = not tested or not shown.

#1 Cn1c2ccccc2c(=O)c2c(=O)n(Cc3ccco3)c(-c3ccc(C(C)(C)C)cc3)nc21
#2 COc1ccc(OC)c(N/C(C)=C/C(=O)c2ccncc2)c1
#3 Cc1nn(Cc2c(F)c(F)c(F)c(F)c2F)c(C)c1NC(=O)c1ccnn1C
#4 CCOC(=O)C1C(C(=O)Nc2cccc(C(F)(F)F)c2)C1C(=O)NC(C)C (stereo not given)
#5 Cc1cccc(C)c1N=C1C(=O)Nc2ccccc21
#6 Cc1noc(C)c1S(=O)(=O)Nc1cc(C(F)(F)F)ccc1N1CCOCC1
#7 CSc1nn2c(C(F)(F)F)cc(C(F)(F)F)nc2c1C(N)=O
#8 O=C(Nc1ccc(S(=O)(=O)N2CCOCC2)cc1)c1ccc(F)cc1
Screen / compound no.,1,2,3,4,5,6,7,8
RGS4 block,i,i,i,i,i,i,i,i
TMEM16A act,.,i,i,i,i,i,i,i
KCNK9 block,i,i,i,i,i,i,i,i
RGS4 pot,i,i,i,i,i,i,i,i
KCNQ1 pot,i,i,i,i,i,i,i,i
HDAC3 inh,-6,2,-3,4,2,3,2,-2
KCNK3 inh,.,i,i,i,i,i,i,i
ANO1 block,i,i,i,i,i,i,i,i
hERG rescue,-6,-20,-6,-5,-10,-5,-3,-5
KCNQ1 inh,i,i,i,i,i,i,i,i
SKKanGAS inh,20,-1,0,6,-2,-2,-5,-1

#9 Fc1cccc(Cl)c1COc1ccc(-c2nnco2)cc1
#10 CCS(=O)(=O)NCc1ccc2[nH]c3c(c2c1)CCCC3
#11 COc1ccc(C2CC(c3ccccc3OC(C)=O)=NN2C(=O)/C=C/c2ccccc2)cc1 (stereo not given)
#12 COc1cc(N)ccc1Cc1ccc(N)cc1OC
#13 CCC(CC)c1nnc(NC(=O)C2COc3ccccc3O2)s1 (stereo not given)
#14 COc1ccccc1S(=O)Cc1ccc(C(=O)NCCc2ccc(Cl)cc2)o1 (stereo not given)
#15 Cc1cc(C)c(S(=O)(=O)C(C)C)c(=O)[nH]1
#16 COc1cc(OC)nc(Oc2ccccc2C(=O)Oc2ccccc2Cl)n1
Screen / compound no.,9,10,11,12,13,14,15,16
RGS4 block,i,i,i,i,i,i,i,i
TMEM16A act,i,.,i,i,i,i,i,i
KCNK9 block,i,i,i,i,i,i,i,-11*
RGS4 pot,i,i,i,i,i,i,i,i
KCNQ1 pot,i,i,i,i,i,i,i,i
HDAC3 inh,1,8,-2,-2,-2,-2,-1,0
KCNK3 inh,i,.,i,i,i,i,i,i
ANO1 block,i,i,i,i,i,i,i,i
hERG rescue,-7,-19,-8,-3,-9,-10,-12,1
KCNQ1 inh,i,i,i,i,i,i,i,i
SKKanGAS inh,40,23,24,-3,5,-2,7,6

Complete entries, looked up by structure. Screens in order: RGS4 block, TMEM16A act, KCNK9 block, RGS4 pot, KCNQ1 pot, HDAC3 inh, KCNK3 inh, ANO1 block, hERG rescue, KCNQ1 inh, SKKanGAS inh
`Cc1cc(C)c(S(=O)(=O)C(C)C)c(=O)[nH]1` reads i, i, i, i, i, -1, i, i, -12, i, 7
`Fc1cccc(Cl)c1COc1ccc(-c2nnco2)cc1` reads i, i, i, i, i, 1, i, i, -7, i, 40
`COc1cc(OC)nc(Oc2ccccc2C(=O)Oc2ccccc2Cl)n1` reads i, i, -11*, i, i, 0, i, i, 1, i, 6
`COc1ccc(C2CC(c3ccccc3OC(C)=O)=NN2C(=O)/C=C/c2ccccc2)cc1` (stereo not given) reads i, i, i, i, i, -2, i, i, -8, i, 24
`COc1cc(N)ccc1Cc1ccc(N)cc1OC` reads i, i, i, i, i, -2, i, i, -3, i, -3

Going on with the list:
#17 CCC1Oc2ccc(Cl)cc2N(CC(=O)O)C1=O (stereo not given)
#18 O=C(CN1CCN(c2cccc(C(F)(F)F)c2)CC1)Nc1cccc(C(F)(F)F)c1
#19 CCCCNCC(=O)Nc1sc(C)c(C)c1C(=O)OCC
#20 COc1ccc(-n2c(=O)c3ccccc3n(Cc3ccccc3F)c2=O)cc1OC
#21 Cc1ccc(NC(=O)c2ccccc2F)nc1
#22 CC(OC(=O)/C=C/c1ccccc1)C(=O)Nc1cccc(C#N)c1 (stereo not given)
#23 Cc1ccc(S(=O)(=O)N2CCN(S(C)(=O)=O)C2c2ccccc2)cc1 (stereo not given)
#24 NC(=O)N/N=C/c1ccc(-n2nncc2-c2ccc(Cl)cc2)cc1
Screen / compound no.,17,18,19,20,21,22,23,24
RGS4 block,i,i,i,i,i,i,i,6.2*
TMEM16A act,i,i,i,i,.,i,i,i
KCNK9 block,i,i,i,i,i,i,i,i
RGS4 pot,i,i,i,i,i,i,i,i
KCNQ1 pot,i,i,i,i,i,i,i,i
HDAC3 inh,6,14,4,3,-12,1,-1,4
KCNK3 inh,i,i,i,i,i,i,i,i
ANO1 block,i,i,i,i,i,i,i,i
hERG rescue,-5,-17,-4,-13,-10,-12,-4,-6
KCNQ1 inh,i,9*,i,i,i,i,i,i
SKKanGAS inh,-2,5,-1,-5,3,5,.,8

#25 COc1cc([N+](=O)[O-])ccc1NC(=O)Nc1cnccn1
#26 CCN(CC(=O)NCc1ccc(Cl)cc1)C(=O)CCOc1ccccc1C
#27 COc1ccc(NC(=O)CSc2c3c(nc4ccccc24)CCCC3)c(OC)c1
#28 CN1CCc2c(sc(NC(=O)c3ccco3)c2C(N)=O)C1
#29 CC[n+]1c(/C=C(\C)SC)sc2ccccc21
#30 Cn1nnc2cc(C(=O)NCc3ccco3)ccc21
#31 Cc1cc(Oc2ccc(C#N)cc2)nc(NCc2ccccc2)n1
#32 CCc1nc(C)c(-c2ccccc2)c(=O)[nH]1
Screen / compound no.,25,26,27,28,29,30,31,32
RGS4 block,i,i,i,i,i,i,i,i
TMEM16A act,i,i,i,i,i,i,i,i
KCNK9 block,i,i,i,i,i,i,i,i
RGS4 pot,i,i,i,i,i,i,i,i
KCNQ1 pot,i,i,i,i,i,i,i,i
HDAC3 inh,1,2,-5,-4,.,6,1,-3
KCNK3 inh,i,i,i,i,i,i,i,i
ANO1 block,i,i,i,i,i,i,i,i
hERG rescue,-1,-19,-11,-13,-1,-5,-3,-8
KCNQ1 inh,i,i,i,i,i,i,i,i
SKKanGAS inh,-11,-5,-2,40,-1,-3,9,4

#33 CNS(=O)(=O)c1cccc(C(=O)OCC(=O)Nc2sc3c(c2C#N)CCCCC3)c1
#34 O=S(=O)(Nc1ccc(-c2nc3ccccc3o2)cc1)c1ccccc1
#35 Cc1ccc(S(=O)(=O)CC(O)COc2ccc(C#N)cc2)cc1 (stereo not given)
#36 CC1(C)C2CCC1(CS(=O)(=O)NCc1ccc(C(F)(F)F)cc1)C(=O)C2 (stereo not given)
#37 S=C(NCc1ccccc1)NCc1cccc(CNC(=S)NCc2ccccc2)c1
#38 CC(=O)Nc1n[nH]c(S(=O)(=O)Cc2ccc(Cl)cc2Cl)n1
#39 CC#CC[N+](C)(C)CCCCCCCCCCCC
#40 Cc1cc(C)cc(NC(=O)NC(C)C2CCCO2)c1 (stereo not given)
Screen / compound no.,33,34,35,36,37,38,39,40
RGS4 block,i,i,i,i,i,i,i,i
TMEM16A act,i,i,i,i,i,i,i,i
KCNK9 block,i,i,i,i,i,i,i,i
RGS4 pot,i,i,i,i,i,i,i,i
KCNQ1 pot,i,i,i,i,i,i,i,i
HDAC3 inh,-2,-7,-5,-2,-2,11,-1,2
KCNK3 inh,i,i,i,i,i,i,i,i
ANO1 block,i,i,i,i,i,i,i,i
hERG rescue,-7,-13,-18,-1,-17,-5,-23,-11
KCNQ1 inh,i,i,i,i,i,i,6*,i
SKKanGAS inh,-9,8,-5,0,18,0,24,1

#41 CCc1nnc(NC(=O)CN2CCN(Cc3cccc(Cl)c3)CC2)s1
#42 O=C(COc1ccc(Cl)cc1)NCc1nnc(SCC(=O)N2CCCc3ccccc32)o1
#43 CC(C)CC(C(=O)N1CCc2ccccc2C1)N1C(=O)c2ccccc2C1=O (stereo not given)
#44 O=C(NNC1CC(=O)N(c2ccc(Cl)cc2)C1=O)c1ccccn1 (stereo not given)
#45 CCc1cccc(C)c1NC(=O)C1CCCN1C(=O)NCc1ccccc1 (stereo not given)
#46 Cc1cccc(N2CCN(c3nnnn3-c3ccccc3)CC2C)c1 (stereo not given)
#47 COc1ccc(NC(=O)NNC(=O)c2cc3occc3n2C)c(OC)c1
#48 CC1CCN(C(=O)COc2ccc(S(=O)(=O)N3CCCC3)cc2)CC1
#49 CC(C)C(=O)Nc1sc2c(c1C(N)=O)CCN(Cc1ccccc1)C2
#50 CC(=O)Nc1ccc(S(=O)(=O)NC2CC(=O)N(c3ccc(C)cc3)C2)cc1 (stereo not given)
#51 O=C(CCC(=O)N1CCOc2ccccc21)NC1CCN(Cc2ccccc2)CC1
Screen / compound no.,41,42,43,44,45,46,47,48,49,50,51
RGS4 block,i,i,i,i,i,i,i,i,i,i,i
TMEM16A act,i,i,i,i,i,i,i,i,i,i,i
KCNK9 block,i,i,i,i,i,i,i,i,i,i,i
RGS4 pot,i,i,i,i,i,i,i,i,i,i,i
KCNQ1 pot,i,i,i,i,i,i,i,i,i,i,i
HDAC3 inh,5,-5,9,0,1,-1,2,-1,11,3,-2
KCNK3 inh,i,i,i,i,i,i,i,i,i,i,i
ANO1 block,i,i,i,i,i,i,i,i,i,i,i
hERG rescue,-11,0,-13,-9,-5,-11,-4,-2,-6,-14,-4
KCNQ1 inh,i,i,i,i,i,i,i,i,i,i,i
SKKanGAS inh,-1,-10,-3,4,1,0,-5,2,-1,-2,-2

Records listed so far marked active in KCNQ1 inh:
| entry | SMILES | RGS4 block | TMEM16A act | KCNK9 block | HDAC3 inh | KCNK3 inh | KCNQ1 inh |
| --- | --- | --- | --- | --- | --- | --- | --- |
| 18 | O=C(CN1CCN(c2cccc(C(F)(F)F)c2)CC1)Nc1cccc(C(F)(F)F)c1 | i | i | i | 14 | i | 9* |
| 39 | CC#CC[N+](C)(C)CCCCCCCCCCCC | i | i | i | -1 | i | 6* |
